Compound activity deposited in PubChem BioAssay by several laboratories.
Platelet DG rel: modulates dense granule release in human platelets. human platelet-rich plasma, SFLLRN dense granule ATP release, luminescence. inhibition, %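 (compounds screened at 7.5 µM in platelet-rich plasma)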. 300,000 tested, 0.22% active. AID 1663;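 active means mean replicate score, as percent of positive control, at or above 50; inconclusive means mean below 50 but at least one replicate at or above 50; inactive means mean and every replicate below 50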
IEC-6 tox: kills IEC-6 intestinal cells in KLF5 counter-screen; IEC-6 cytotoxicity, luminescence viability; inhibition, % at 5 µM; 290,000 tested, 0.78% active; AID 1825; in the data active means inhibition above about 22%;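 further: 0% = plate median of test compound wells and 100% = cytotoxic reference compound wells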
GSK3beta inhib: inhibitors of human GSK3beta kinase | activity score (negative = inhibition), % at 10 µM | 300,000 tested, 0.038% active | GST-GSK3beta kinase, ADP-Glo luminescence, 60 min; hits give low values | P49841 | AID 2097;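 active means more than half of replicate wells score below -50%, meaning over 50% inhibition versus plate controls; inconclusive means some replicates but at most half score below -50%; inactive means no replicate scores below -50%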;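 further: 0% = median DMSO wells and -100% = median GW8510 positive control wells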
Target sequence (P49841 whole entry, looked up): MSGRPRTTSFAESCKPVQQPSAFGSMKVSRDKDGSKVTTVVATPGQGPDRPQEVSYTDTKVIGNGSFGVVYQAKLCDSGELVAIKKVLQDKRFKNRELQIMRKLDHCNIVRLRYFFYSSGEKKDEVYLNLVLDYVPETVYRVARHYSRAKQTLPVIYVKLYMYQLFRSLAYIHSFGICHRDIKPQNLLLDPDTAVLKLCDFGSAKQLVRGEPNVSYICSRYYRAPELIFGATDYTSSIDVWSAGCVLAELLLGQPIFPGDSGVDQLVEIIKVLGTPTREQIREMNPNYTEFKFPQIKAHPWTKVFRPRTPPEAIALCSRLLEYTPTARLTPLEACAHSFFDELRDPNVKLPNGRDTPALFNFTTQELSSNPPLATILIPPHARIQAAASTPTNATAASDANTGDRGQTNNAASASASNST
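Assay system: GST-tagged human GSK3beta kinase, cell-free; Input: 1.6 ng GSK3beta; Medium: Tris/MgCl2 kinase buffer; Timing: 60 min enzyme reaction, room temperature; Signal: ADP-Glo luminescence quantifying ADP generated by kinase; Evaluation: score relative to plate controls; Benchmarks: DMSO neutral wells and GW8510 at 20 µM as positive.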
HSF1 activator: increases HSF-1 driven luciferase reporter signal. NIH3T3-HGL HSF-1 luciferase reporter, MG132, 8 h; 100% = twice DMSO control signal. activation, % at 9 µM. 300,000 tested, 1.7% active;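 active means mean replicate activation of at least 50% with a set share of replicates each reaching 50%; inconclusive means only one of those two conditions met; inactive means mean below 50% and too few replicates reaching it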;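 further: 0% = median of the neutral control wells and 100% = twice that signal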
GSK3 alpha inh: inhibitors of human GSK-3 alpha kinase | P49840 | ADP-Glo luminescence, 60 min | inhibition, % at 10 µM | 320,000 tested, 0.1% active;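 in the data active means inhibition above about 50%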;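 further: GST-tagged GSK-3 alpha with peptide substrate and 25 µM ATP; 0% = DMSO neutral wells and 100% = GW8510 positive control wells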
Target sequence (P49840 whole entry, looked up): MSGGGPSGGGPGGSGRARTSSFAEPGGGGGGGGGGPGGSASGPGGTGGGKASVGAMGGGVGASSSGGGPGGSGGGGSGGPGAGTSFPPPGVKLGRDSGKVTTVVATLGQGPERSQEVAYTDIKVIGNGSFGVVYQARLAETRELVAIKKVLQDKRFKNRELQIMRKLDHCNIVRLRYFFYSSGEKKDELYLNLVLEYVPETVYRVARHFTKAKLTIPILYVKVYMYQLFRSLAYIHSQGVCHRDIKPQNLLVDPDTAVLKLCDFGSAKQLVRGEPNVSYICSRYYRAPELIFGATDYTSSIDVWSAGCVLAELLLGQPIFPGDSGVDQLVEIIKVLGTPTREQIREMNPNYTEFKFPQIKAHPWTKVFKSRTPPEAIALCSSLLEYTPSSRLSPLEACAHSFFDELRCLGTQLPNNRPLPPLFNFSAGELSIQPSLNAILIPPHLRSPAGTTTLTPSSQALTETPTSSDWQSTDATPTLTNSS
KLF5 inhibitor: inhibitors of KLF5 expression; DLD-1 KLF5 promoter-luciferase reporter, luminescence; inhibition, % at 5 µM; 290,000 tested, 0.23% active;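 active means inhibition above a per-plate limit of that plate's mean compound inhibition plus 3 SD, cut at about 60% in these data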;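 further: 0% = DMSO wells and 100% = LY294002 at 200 µM; higher means less KLF5 promoter-driven luciferase light; inactives centre near -14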
HSP90 refold inh: blocks HSP90-mediated luciferase refolding in reticulocyte lysate. Rabbit reticulocyte lysate, luciferase refolding luminescence, 3 h. inhibition, % at 5.6 µM. 290,000 tested, 0.91% active. AID 1789;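 active means inhibition above the screen-wide mean plus 3 SD, computed separately per campaign, cut at about 16% in these data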;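 further: 0% = DMSO wells and 100% = 60 µM geldanamycin wells; inhibitors lower the luminescence because luciferase stays unfolded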
HSF1 inh: HSF1 inhibition; NIH3T3-HGL HSE-luciferase, MG132-induced, luminescence 8 h; hits give low values; activity change, negative = inhibition, % at 7.5 µM (by protocol); 300,000 tested, 0.77% active; AID 2098;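 active means more than half of replicate wells show activity change below -50%, luminescence cut by over half; inconclusive means some wells, but at most half, below -50%; inactive means no replicate well below -50%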;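 further: luciferase reports HSF-1 transcriptional activity via heat shock element; 0% = median of DMSO wells and -100% = zero luminescence signal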
aSyn 5UTR inh: MLPCN primary screen, SNCA 5' untranslated region; alpha-synuclein 5'UTR reporter, inhibitor activity; inhibition, % (tested at 7.5 µM); 300,000 tested, 0.82% active; in the data active means inhibition above about 60%; inconclusive means no clear call, values can overlap the other calls;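 further: H4 neuroglioblastoma cells stably carrying SNCA 5'UTR luciferase fusion; 0% = DMSO wells and 100% = positive control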
DYRK1A inh: blocks rat Dyrk1A kinase activity; ADP-Glo luminescence, NFATc1 peptide; 310,000 tested, 0.43% active; inhibition, % at 12.5 µM; Q63470; in the data active means inhibition above about 50%;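 further: plate controls were vehicle with enzyme for no effect and no enzyme for full effect; many of its hits are not listed in these tables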
Numbers without * were called inactive; ? = inconclusive; · = no result given. Only part of the results is shown. The share of hits here may be higher or lower than overall.

SMILES	Platelet DG rel	IEC-6 tox	GSK3beta inhib	HSF1 activator	GSK3 alpha inh	KLF5 inhibitor	HSP90 refold inh	HSF1 inh	aSyn 5UTR inh	DYRK1A inh
CCCOc1c(OC)cc(Cl)cc1C1NC(=O)NC(C)=C1C(=O)NCc1ccccc1 (centres undefined)	6	2	-2	5	·	-8	1	0	11	4
CCOc1cccc(C(=O)Nc2ccc(N3CCN(S(C)(=O)=O)CC3)cc2)c1	-2	-12	1	6	-1	0	-2	1	-1	6
COc1ccc(NC(=O)Cn2cnc3sc(C)c(S(=O)(=O)N4CCOCC4)c3c2=O)cc1Cl	-10	-1	-5	23	-1	-17	-2	2	19	-6
O=Nc1c2cc(-c3ccccc3)[nH]nc-2c2ccccc12	?	3	-1	-52	·	-55	11	-30	37	2
Cc1ccc(-n2c(=O)cc(N3CCN(C(=O)c4ccco4)CC3)[nH]c2=O)cc1	17	-4	-5	16	-1	-35	-1	2	-7	-2
Fc1ccc2[nH]c3c(NCc4ccccc4)ncnc3c2c1	-7	33*	-3	17	3	-8	4	3	-19	12
Cc1ccc(-c2csc(NC(=O)c3ccc4c(=O)n5c(nc4c3)CCCCC5)n2)cc1	13	1	14	-13	-2	-30	-1	-8	-49	0
Cn1c(=O)c2c(nc(CN3CCc4ccccc4C3)n2Cc2cccc(Cl)c2)n(C)c1=O	2	2	-2	27	-1	11	-4	18	17	-1
COc1ccccc1CNC(=O)c1ccoc1C	9	3	-3	-2	-2	-3	1	-1	16	-6
COc1ccc(CCNC(=S)NC(=O)c2ccc(Br)cc2)cc1OC	0	1	-3	-1	2	5	-3	-7	8	0
CC(C)(C)NC(=S)NCC1CC1	0	6	0	5	0	-14	0	-11	-3	0
Cc1ccc(SCC(=O)OCn2nnc3ccccc3c2=O)cc1C	-10	10	-1	8	·	-5	1	-2	-3	4
COc1ccc(CC(=O)N2CCN(c3ccccc3F)CC2)cc1OC	0	-4	·	5	0	-28	-4	-2	7	0
CN(CC(=O)Nc1ccc(Cl)c(C(F)(F)F)c1)C(=O)Cc1c[nH]c2ccccc12	16	·	3	18	-2	·	·	3	15	16
COc1ccc(S(=O)(=O)N2CCCCC2)cc1NC(=O)c1cc([N+](=O)[O-])ccc1N1CCOCC1	5	·	0	2	1	·	·	-4	12	13
COc1ccc(S(=O)(=O)Nc2cccc(F)c2C)cc1C(=O)N1CCOCC1	-1	-4	-1	4	-1	-19	-5	6	6	-3
CCOC(=O)c1cn(CC)c2c(ccc3ccccc32)c1=O	-9	-3	-2	30	2	-30	-6	14	-90	-1
CCCCOc1ccc(C2C3CN(C(=O)OCC)CC=C3C(C#N)=C(N)C2(C#N)C#N)cc1OC (centres undefined)	13	-6	5	12	-2	-12	1	10	-23	8
COc1ccc(CC(C(=O)Nc2ccc(OC)cc2)c2nn[nH]n2)cc1 (centres undefined)	12	7	3	-2	-1	-20	-1	-5	-9	14
O=[N+]([O-])c1cc(S(=O)(=O)NC2=NCCCCC2)ccc1Cl	6	-5	3	5	1	-20	-3	-10	-27	·
Cc1noc(C)c1CSCC(=O)N1CCN(c2ccc([N+](=O)[O-])cc2)CC1	-10	0	0	3	-3	-27	2	-3	3	11
CSc1ccccc1C(=O)NCc1cccnc1	0	4	-1	3	0	-22	-2	-2	-1	·
COc1ccccc1NC(=O)C(=N\O)/C(C)=N/O	7	0	-2	10	2	-3	-2	-6	-27	0
Cc1cc(C)c(S(=O)(=O)c2ccc(F)cc2C)c(Cl)n1	-4	-4	0	3	-1	-32	4	-13	7	2
O=C(COC(=O)C1(c2ccccc2F)CCCC1)NCc1cccs1	2	5	-3	-49	1	-18	2	-33	24	-3

Gathered by group, those above containing a furan ring, fused or not.
SMILES	Platelet DG rel	IEC-6 tox	GSK3beta inhib	HSF1 activator	GSK3 alpha inh	KLF5 inhibitor	HSP90 refold inh	HSF1 inh	aSyn 5UTR inh	DYRK1A inh
Cc1ccc(-n2c(=O)cc(N3CCN(C(=O)c4ccco4)CC3)[nH]c2=O)cc1	17	-4	-5	16	-1	-35	-1	2	-7	-2
COc1ccccc1CNC(=O)c1ccoc1C	9	3	-3	-2	-2	-3	1	-1	16	-6

The results go on:
SMILES	Platelet DG rel	IEC-6 tox	GSK3beta inhib	HSF1 activator	GSK3 alpha inh	KLF5 inhibitor	HSP90 refold inh	HSF1 inh	aSyn 5UTR inh	DYRK1A inh
CN(C)S(=O)(=O)c1cccc(C(=O)NC2CCSc3ccccc32)c1 (centres undefined)	0	-1	2	19	-5	-22	-2	-5	-36	-5
O=Nc1c(O)n(Cc2ccc(Cl)cc2Cl)c2ccccc12	-6	3	-1	1	-1	-28	1	3	0	-2
O=C(COc1ccc(Cl)cc1Cl)N1CCCCCC1	-7	-3	1	25	-4	-68	-1	22	-48	-2
Cc1ccc(NC(=O)COC(=O)C(CC(C)C)N2C(=O)C3CC=CCC3C2=O)c(C)c1 (centres undefined)	0	1	0	3	-4	-10	-1	-1	-15	-9
CN1CCN(C(=O)CSc2nnc(COc3ccccc3)o2)CC1	1	6	1	25	-2	8	-1	7	2	-6
Cc1ccc(C(C)C)c(OC(=O)/C=C/c2ccccc2)c1	0	1	-4	-17	1	-7	0	6	-36	-2
CCc1ccc2nc3sc(C(=O)N4CCc5ccccc54)c(N)c3cc2c1	2	0	-1	12	-2	6	4	1	-19	·
O=C(CSCC(=O)NC1CC1)Nc1ccccc1	-2	7	3	8	-5	-19	-1	-4	-28	-2
O=C(Nc1nc(-c2ccccc2)cs1)c1ccc(=O)[nH]c1	3	5	3	1	-4	-17	-2	10	-33	·
COc1ccccc1/C=N/NC(=O)c1nnn(-c2nonc2N)c1-c1ccccc1	5	1	1	-22	0	-20	4	-5	15	-3
COc1ccccc1N1CCN(S(=O)(=O)CCNC(=O)c2ccccc2Br)CC1	5	-1	0	-5	-1	-3	-5	-1	15	-3
Cc1cnc(-c2nnc(N(C)C(=O)C3CCOC3)s2)cn1 (centres undefined)	·	14	-2	2	1	-21	3	-9	-51	-2
O=C(NCc1nc(-c2ccc(Cl)cc2)no1)c1ccc2c(c1)OCO2	11	3	1	4	-3	-6	-3	-8	0	0
O=C(CCN1C(=O)C2C3C=CC(C3)C2C1=O)NC1CCCCC1 (centres undefined)	-15	-4	-3	-4	-1	-19	-5	-4	-10	·
O=C(/C(=C/c1ccccc1)c1ccccc1)N1CCCCC1	4	1	6	-4	1	-21	-4	-1	19	-3
CCc1ccc2c(c1)[C@H]1OCC[C@H]1[C@@H](c1cccs1)N2	-9	9	-11	69*	-1	-12	3	45	38	-1
COc1cc2cc(NC(C)=O)cc(NCc3ccccc3)c2cc1OC	-4	7	-1	66*	1	-22	-3	28	5	-1
COC(=O)COc1ccc(S(=O)(=O)Nc2ccccc2SC)cc1	-2	6	-2	-14	-3	-29	3	14	-11	·
O=C(O)C1C2CCC(C2)C1C(=O)Nc1cccc([N+](=O)[O-])c1 (centres undefined)	2	-2	1	-2	1	-18	-4	-2	-21	-4
CN1C(c2ccc(F)cc2)=CS/C1=C(/C#N)c1nnc(N2CCOCC2)n1-c1ccccc1	4	-3	0	-4	1	-20	1	4	-74	-5
CSCCC(NC(=O)/C(=C/c1ccco1)NC(=O)c1ccco1)C(=O)O (centres undefined)	4	·	-2	6	-2	·	·	7	-15	·
Cc1cccc(C2CC(c3ccccc3)Nc3ncnn32)c1 (centres undefined)	1	·	-1	-4	·	·	·	-2	4	-2
O=C(C1=C[C@@H](c2ccccc2)C[C@@H](OCc2ccc(CO)cc2)O1)N1CCOCC1	5	1	0	-2	0	-12	15	-2	22	-1
CC(=O)c1ccc(NS(=O)(=O)c2cc3c(cc2C)N(C(C)=O)CCO3)cc1	17	2	2	-1	1	-38	0	-4	-8	-6
COc1ccc(C(=O)NCC(=O)N/N=C/c2ccc(C)o2)cc1OC	-15	-9	-30	1	0	-45	-5	2	4	12
(more compounds)
SMILES	Platelet DG rel	IEC-6 tox	GSK3beta inhib	HSF1 activator	GSK3 alpha inh	KLF5 inhibitor	HSP90 refold inh	HSF1 inh	aSyn 5UTR inh	DYRK1A inh
CN(Cc1ccccc1F)Cc1cc(=O)oc2cc(O)c(Cl)cc12	-4	-7	2	-2	1	-21	-5	9	1	6
COC(=O)C1C(=O)C2=C(CC1C)NC(C)=C(C(=O)OC(C)C)C2c1ccc(C)o1 (centres undefined)	12	3	-2	11	-5	-50	3	9	3	7
Cc1onc(-c2ccccc2)c1C(=O)N/N=C/c1c(F)cccc1Cl	-11	-5	-2	-3	-5	-30	-5	12	-15	·
CC1(C)C(=O)C2(CCCCC2)C(=O)OC1c1cccs1 (centres undefined)	4	-4	1	2	-2	6	-1	3	10	-12
Cc1cc(C=O)c(C)n1-c1ccc(N2CCCCC2)c([N+](=O)[O-])c1	10	-1	1	3	-2	8	-1	-6	36	11
O=C(NC12CC3CC(CC(C3)C1)C2)c1cc(F)c(F)c(F)c1F	-1	-1	1	7	-2	18	-1	-8	4	1
COc1ccccc1NC(=O)C(C)N1C(=O)c2ccccc2C1=O (centres undefined)	-7	-2	-1	-3	-7	-13	5	7	7	-3
N#Cc1nc(COc2ccc(Br)cc2)oc1N1CCCCCC1	1	0	-3	28	-1	-36	1	26	32	-6
CCn1cc(Br)c(C(=O)Nc2sc3c(c2C(N)=O)CCCC3)n1	-1	11	-4	3	-1	-88	3	8	-102	-6
O=C(CC(c1ccccc1)c1ccccc1)NCC1CCCO1 (centres undefined)	3	-5	1	-6	1	-17	1	0	4	-1
CCOC(=O)Cc1csc(NC(=O)c2csc3c2CCCC3)n1	3	-2	3	6	-1	-20	1	11	-17	-3
CCn1c(Cc2c(C)[nH]c3ccccc23)nnc1SCC(=O)NCc1ccccc1	-5	3	-4	-21	-2	-7	2	-7	17	-4
CCOC(=O)N1CCN(CC(O)COc2ccc(OC)cc2C(C)(C)C)CC1 (centres undefined)	11	-7	1	3	-3	7	2	1	5	-4
O=S(=O)(c1cccc2nonc12)N1CCN(c2cccc(Cl)c2)CC1	15	4	3	18	3	-27	1	1	6	-7
O=C(c1cn2ccccc2n1)N1CCc2c([nH]c3ccccc23)C1c1ccccn1 (centres undefined)	2	0	0	0	-1	-38	3	-6	6	1
Cc1ccc(-n2c(SCC(=O)Nc3cccc(S(=O)(=O)NC4=NCCCCC4)c3)nc3ccccc3c2=O)cc1	13	5	2	-14	-3	-12	3	3	-13	-10
CCS(=O)(=O)N1CCCC(C(=O)NCCc2ccc(C)cc2)C1 (centres undefined)	0	-8	-1	-10	-3	-11	2	4	10	8
CC(C)c1nc2oc3c(NCC4CCCO4)ncnc3c2c2c1COC(C)(C)C2 (centres undefined)	?	3	2	5	·	-12	4	-1	25	3
CCOC(=O)C1=C(O)CSC1=Nc1ccc(Cl)cc1	-5	5	-1	0	-2	-14	-2	-4	30	2
CC(C)C(NC(=O)c1ccccc1F)C(=O)NCc1ccc(F)cc1 (centres undefined)	6	6	1	-6	-2	8	1	8	5	0
Cc1ccc(S(=O)(=O)Nc2ccc(N(C)C)cc2)cc1	2	1	-1	9	0	-25	-1	-10	3	-5
